# High-throughput results from PubChem BioAssay.
# POLH inh – blocks human DNA polymerase eta activity. Q9Y253. recombinant Pol eta, fluorescent DNA replication assay. Potency, µM (titrated, usually from 114 µM), without a hit: at the highest dose activity change, negative = inhibition, hits mostly inhibitors. 1.2% of 390,000 active. AID 588591; further: on the % scale 0 is the no-effect control and ±100 the full control effect
# Target sequence (Q9Y253 whole entry, looked up): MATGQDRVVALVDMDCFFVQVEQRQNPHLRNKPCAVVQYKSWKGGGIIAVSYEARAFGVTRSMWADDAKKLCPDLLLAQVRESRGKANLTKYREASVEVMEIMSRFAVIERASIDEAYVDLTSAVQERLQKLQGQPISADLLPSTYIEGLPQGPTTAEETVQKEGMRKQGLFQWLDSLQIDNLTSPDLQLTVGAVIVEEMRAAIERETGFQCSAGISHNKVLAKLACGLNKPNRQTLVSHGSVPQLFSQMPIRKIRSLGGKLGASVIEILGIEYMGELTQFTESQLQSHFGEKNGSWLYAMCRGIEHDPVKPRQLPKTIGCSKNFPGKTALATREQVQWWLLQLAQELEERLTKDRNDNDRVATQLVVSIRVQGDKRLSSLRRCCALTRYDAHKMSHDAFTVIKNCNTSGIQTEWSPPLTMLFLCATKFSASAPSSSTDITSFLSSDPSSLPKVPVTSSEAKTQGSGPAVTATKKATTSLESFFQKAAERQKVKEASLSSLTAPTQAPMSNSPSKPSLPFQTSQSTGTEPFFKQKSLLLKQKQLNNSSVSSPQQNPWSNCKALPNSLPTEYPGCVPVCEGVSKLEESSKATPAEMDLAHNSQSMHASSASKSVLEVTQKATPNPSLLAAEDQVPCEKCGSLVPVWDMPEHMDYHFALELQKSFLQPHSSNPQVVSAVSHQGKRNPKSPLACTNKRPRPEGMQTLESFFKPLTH
#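 Fluorescent replication assay: 50 nM final substrate added after a 15 min room-temperature compound preincubation with 10 nM enzyme. Signal taken at 0 min and again at 10 min.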
# G9a block – blocks human histone lysine methyltransferase G9a | Potency, µM (titrated, usually from 102 µM), inactives show at the highest dose activity, negative = inhibition, most hits filed as inhibitors | G9a H3K9 monomethylation, AlphaScreen, 2 h | 8.8% of 350,000 active | Q96KQ7; further: on the % scale 0 is the no-effect control and ±100 the full control effect; nearly all actives have a fitted effect of over 75% in size
#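 Enzyme 20 nM + cpd, 15 min RT; add b-H3K9 pep 500 nM / SAM 20 uM; 2 h RT; anti-H3K9me1 Ab 0.5 ug/mL + SA donor / anti-rabbit acceptor beads 20 ug/mL each, 10 min; AlphaScreen read.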
# Pol iota inh – blocks human DNA polymerase iota activity; Q9UNA4; Pol iota fluorescent replication assay, 10 min; Potency, µM (doses to about 115 µM), for inactives: at the highest dose activity, negative = inhibition, hits mostly inhibitors; 1% of 390,000 active; AID 588590
#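 Pol iota at 10 nM preincubated 15 min with compounds at room temperature; reaction started with fluorescent substrate, 50 nM final. Fluorescence read kinetically at 0 and 10 min; buffer-only wells as negative control.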
# Pol kappa inh – inhibitors of human DNA polymerase kappa. purified Pol kappa, fluorescent DNA synthesis assay, 10 min. Potency, µM (doses to about 107 µM), inactives show at the top dose activity, negative = inhibition, actives largely listed as inhibitors. 0.53% of 400,000 active. AID 588579; further: on the % scale 0 is the no-effect control and ±100 the full control effect
#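 Here, compound and 10 nM enzyme are combined for 15 min at room temperature; adding 50 nM substrate (final) starts DNA synthesis, tracked by fluorescence at 0 and 10 min against buffer-only wells.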
# BLM inh – blocks DNA unwinding by human BLM helicase. P54132. recombinant BLM DNA unwinding, fluorescence dequenching. Potency, µM (top dose mostly 56.1 µM), without a hit: at the highest dose activity change, negative = inhibition, actives largely listed as inhibitors. 0.2% of 350,000 active. AID 2528;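 further: plate controls were vehicle for no effect and no enzyme for full effect; nearly all actives have a fitted effect of over 35% in size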
# APE1 inh – blocks human APE1 abasic DNA cleavage; recombinant APE1, TAMRA/BHQ-2 abasic DNA cleavage fluorescence; Potency, µM (highest dose often 65.8 µM), for inactives: top-dose activity change, negative = inhibition, actives largely listed as inhibitors; 0.35% of 350,000 active; P27695; AID 2517;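 further: plate controls were vehicle for no effect and reference inhibitor for full effect; nearly all actives have a fitted effect of over 55% in size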
#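 Compound pre-exposure to 0.75 nM APE1, 15 min at ambient temperature. Reaction initiated with 50 nM TAMRA/BHQ-2 THF substrate, read immediately in kinetic mode, 525 nm excitation, 598 nm emission.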
# Apoferritin bind – candidate novel general anesthetic via apoferritin binding | Potency, µM (series often up to 77.5 µM), for inactives: top-dose activity change, negative = displacement, usual class: inhibitors | apoferritin/1-aminoanthracene competitive binding, fluorescence | P02791 | 0.074% of 350,000 active; further: on the % scale 0 is the no-effect control and ±100 the full control effect; nearly all actives have a fitted effect of over 20% in size
# Target sequence (P02791 2-175 limits assumed): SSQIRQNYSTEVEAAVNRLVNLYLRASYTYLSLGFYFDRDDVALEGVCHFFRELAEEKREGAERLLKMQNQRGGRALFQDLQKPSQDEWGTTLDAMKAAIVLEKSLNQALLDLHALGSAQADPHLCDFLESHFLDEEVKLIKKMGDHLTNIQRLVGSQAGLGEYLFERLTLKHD
#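 10 uM apoferritin + 50% sat. 1-AMA, PBS; cpd 10 min RT; Ex380/Em535 endpoint; normalized to free probe vs complex; 4-param Hill fit; propofol titration as pos. ctrl.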
# BAZ2B block – blocks human BAZ2B; Q9UIF8; AlphaScreen BAZ2B-H3K14Ac peptide displacement; Potency, µM (top dose mostly 114 µM), for the others: at the top dose activity change, negative = inhibition, hits mostly inhibitors; 4.4% of 360,000 active; AID 504333; further: on the % scale 0 is the no-effect control and ±100 the full control effect; nearly all actives have a fitted effect of over 60% in size
#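 Inhibition is scored as reduced AlphaScreen emission. The BAZ2B/b-H3(5-23)K14Ac complex (50 nM each) in PBS pH 7.4, 0.01% Tween-20 meets compound (up to 110 uM) for 30 min at RT before bead addition.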
# POLB inh – DNA polymerase beta (human) inhibition | Pol beta primer extension/strand displacement, fluorescence kinetic | Potency, µM (doses to about 114 µM), for the others: at the top dose activity change, negative = inhibition, most hits filed as inhibitors | 1.3% of 340,000 active | AID 485314; further: on the % scale 0 is the no-effect control and ±100 the full control effect
#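 Enzyme-only controls used 10 nM Pol beta; buffer lacking enzyme served as negative control. Compound preincubated 15 min, then 50 nM substrate added; 0 and 10 min reads at room temperature.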
# Numbers without * were called inactive; ? = inconclusive; . = not tested or not shown; & = joins results of further samples; [ ] = remark or other dose. The call rests on the fitted dose curve; in most records, active means well fitted curve in the direction sought with a large enough effect; inconclusive means small, poorly fitted or top-dose-only effect, or another doubt; inactive means no such curve, though single readings can be large; an effect the other way counts as inactive or inconclusive. Potency means the concentration at half of the fitted maximal effect. The list is partial; the hit share may differ from the screen's.
SMILES,POLH inh,G9a block,Pol iota inh,Pol kappa inh,BLM inh,APE1 inh,Apoferritin bind,BAZ2B block,POLB inh
O=[N+]([O-])c1cccnc1N1CCN(Cc2ccc3c(c2)OCO3)CC1,-2%,?,80%[activator],-2%,-5%,26%,-19%,6%[0.457 µM],-10%
CCOc1ccccc1NC(=O)CN1C(=O)C2(SCC(=O)N2c2ccc(C)cc2)c2ccccc21 (stereo unspecified),-4%,-6%[59 µM],-20%,-11%,-4%,.,-10%,1%[57.1 µM],-1%
COCCN(Cc1nnc(-c2cccs2)o1)C(=O)c1cccc(S(=O)(=O)N2CCOCC2)c1,-15%,-2%[59 µM],0%,14%,.,9%,.,-2%,.
COc1ccc(N2C(=O)Cc3c2nc(N)c(C#N)c3N)cc1,1%,18%,29%,-4%,-1%,3%,0%,2%,-20%
O=C(NCC1CCCO1)c1cccc(F)c1 (stereo unspecified),-11%,.,12%,-3%,2%,0%,-9%,9%,33%
CCc1nn(CC(=O)N2CCN(c3cccc(C)c3C)CC2)c(=O)c2cc3sccc3n12,1%,-3%[59 µM],-1%,2%,1%,.,-13%,2%,-22%
Cc1ccc(C2CCN(C(=S)NC(C)C)C2)cc1 (stereo unspecified),-16%,1%,-22%,-7%,-3%,2%,-7%,-7%,-20%
Brc1cccc(CNCc2ccncc2)c1,-12%,2%,-19%,10%,-3%,18%,-8%,-14%,80%
CC(=O)N1CCCc2cc(S(=O)(=O)N(CCN(C)C)Cc3ccccc3)ccc21,3%,-3%[59 µM],17%,-3%[60.1 µM],1%,.,5%,3%,19%
Cc1cccc(NC(=S)NC2CCCC2)c1,-16%,?,-16%,-1%,1%,1%,-6%,-18%,-1%
C=CCn1c(SCC(=O)N2CC(=O)Nc3ccccc32)nc2scc(-c3ccccc3)c2c1=O,-11%,-40%,-18%,1%,-7%,-6%,-3%,-29%,9%
COc1ccc(/C(O)=C2/C(=O)C(=O)N(CCCN(C)C)C2c2ccccc2)cc1Cl (stereo unspecified),.,?,.,.,0%,-2%,-7%,3%,11%
Cc1ccc(S(=O)(=O)N2CCN(S(=O)(=O)c3ccccc3)C2)cc1,-17%,27%,0%[58.9 µM],0%,-4%,1%,-10%,-3%,0%
COc1cc(/C=N/N2CCOCC2)ccc1OCc1ccccc1,-11%,-5%,70%[activator],0%,-2%,4%,-6%,?,21%
CC(C)[C@H](NC(=O)c1ccccc1)C(=O)OCC(=O)NCCc1ccc(F)cc1,-20%,-6%[59 µM],41%[activator],-15%,3%,-1%,-2%,8%,38%
O=C(CSc1nc2ccccc2n1CC(=O)N1CCOCC1)N1CCCC1,-4%,-47%[59 µM],17%,-2%,0%,7%,-1%,-1%,-2%
Cc1c(C(=O)Nc2ccccc2)sc2nc[nH]c(=O)c12,?,4%,27%,-13%,?,1%,1%,0%,28%
CC(C)CC(=O)Nc1ccc(-c2cn3ccsc3n2)cc1,-15%,5%[12.7 µM],-15%,-3%,-5%,13%,5%,-6%,15%
CCCCC(=O)Nc1ccc(C(=O)NNC(=S)NC(=O)c2cccs2)cc1,-10%,-21%,369%[activator],-9%,-12%,1%,9%,15%,2%[57.1 µM]
CC(CN1CCCC1)OC(=O)COc1ccccc1 (stereo unspecified),5%,21%[59 µM],-8%,-10%,-2%,2%,-8%,-30%,12%

# The final 4 compounds of the section before are carried over, then new ones follow.
SMILES,POLH inh,G9a block,Pol iota inh,Pol kappa inh,BLM inh,APE1 inh,Apoferritin bind,BAZ2B block,POLB inh
Cc1c(C(=O)Nc2ccccc2)sc2nc[nH]c(=O)c12,?,4%,27%,-13%,?,1%,1%,0%,28%
CC(C)CC(=O)Nc1ccc(-c2cn3ccsc3n2)cc1,-15%,5%[12.7 µM],-15%,-3%,-5%,13%,5%,-6%,15%
CCCCC(=O)Nc1ccc(C(=O)NNC(=S)NC(=O)c2cccs2)cc1,-10%,-21%,369%[activator],-9%,-12%,1%,9%,15%,2%[57.1 µM]
CC(CN1CCCC1)OC(=O)COc1ccccc1 (stereo unspecified),5%,21%[59 µM],-8%,-10%,-2%,2%,-8%,-30%,12%
O=Cc1c(Nc2ccccc2Cl)nc2ccccn2c1=O,-11%,6%[0.501 µM],16%,-4%,-8%,19%,-10%,50µM*,-8%
CCOC(=O)C(NC(=O)NCc1ccc(OC)cc1)(OCC)C(F)(F)F (stereo unspecified),-14%,9%[59 µM],15%,-7%,-1%,23%,-4%,16%,31%
CCOC(=O)c1nnn(CC(=O)NC(=O)Nc2cccc(CC)c2)c1C(=O)OCC,-24%&-10%,-50%,0%&-15%,-1%&-4%,-7%&-7%,-5%,?,-11%,-2%&20%
CC1(C)CC(NC(=O)C2CCC(=O)N(Cc3ccccc3F)C2)CC(C)(C)C1 (stereo unspecified),-26%,-6%,23%,-1%,-5%,16%,-21%,-9%,-2%
C#CCOC(=O)c1cc(Cl)c(=O)n(Cc2ccc(Cl)cc2Cl)c1,-12%,12%,16%,3%,-6%,35%,-20%,19%,-11%
CCOc1ccccc1C1NC(=O)NC(C)=C1C(=O)OCc1ccco1 (stereo unspecified),4%,-16%[59 µM],3%,-13%,-2%,0%,2%,-10%,2%
COc1ccc2c(c1)CCc1c(C(=O)Nc3c(C)nn(Cc4c(Cl)cccc4Cl)c3C)noc1-2,-12%,-45%[59 µM],58%[activator],-22%,-3%,.,-9%,-1%,-15%
CCc1ccc(N2CC(C(=O)Nc3ccc(S(=O)(=O)N4CCOCC4)cc3)CC2=O)cc1 (stereo unspecified),-9%,50µM*,14%,-6%,.,-13%,.,-11%,.
Cc1ccc(S(=O)(=O)CCC(=O)Nc2nc(-c3cccnc3)cs2)cc1,-23%,7%[59 µM],?,-14%,-7%,27%,-8%,-13%,-12%
CN1C(=O)N(C)C(NC(=O)Nc2ccccc2)C1NC(=O)Nc1ccccc1 (stereo unspecified),-1%,-7%[59 µM],4%,-8%,-3%,-1%,-13%,-4%,-23%
COc1ccc(-c2cc(C(F)(F)F)nc(SCCC(=O)Nc3ccc(NC(C)=O)cc3)n2)cc1,-9%,-3%[59 µM],-6%,-5%,-6%,.,-4%,-3%,21%
CCC(C)NC(=O)C(NS(=O)(=O)c1cccc2nsnc12)c1ccccc1 (stereo unspecified),?,23%,10%,-12%,2%,-12%,-12%,8%,21%
CC(C)OC(=O)/C(C#N)=C/c1ccc(-c2ccc(SC(F)F)cc2)o1,-26%,11%[59 µM],4%,-10%,-6%,4%,2%,-3%,-17%
Cc1c(C(=O)Nc2ccncc2)oc2ccccc12,-14%,-3%,21%,-2%,0%,13%,-22%,9%,28%
CCn1nc(C)c(NC(=O)/C=C/c2ccc(OC)c(COc3ccc(Br)cc3)c2)c1C,-10%,?,-6%,2%,0%,6%,5%,?,0%
CCN(CC(=O)Nc1ccccc1OC)C(=O)c1ccccc1Sc1ccccc1C#N,-19%,14%[12.7 µM],12%,-4%,.,-11%,.,-25%,.
Cc1ccc(NC(=O)Cn2c(-c3cncs3)nc3ccccc32)cc1Br,-12%,-24%[59 µM],31%[activator],3%[60.1 µM],-8%,.,?,-16%,0%
CN(CC(=O)Nc1ccccc1C(F)(F)F)C(=O)c1cc([N+](=O)[O-])ccc1N1CCOCC1,-21%,-5%,15%,-6%,-1%,-1%,-20%,-15%,71%
O=S(=O)(Nc1cccc(-c2ccc(N3CCCCC3)nn2)c1)c1ccc(F)cc1F,-10%,?,-2%,-12%[60.1 µM],-4%,.,-9%,-35%,0%
Brc1c(CSc2nncn2-c2ccccc2)nc2sccn12,-12%,43%[59 µM],23%,-3%,1%,-1%,-7%,39%[activator],10%
CCCC(=O)Nc1ccc(C(=O)NNC(=S)NC(=O)c2cccs2)cc1,-7%,5%[0.0925 µM],0%,-24%,-5%,21%,-6%,1%,41%
COC(=O)c1ccc(C(=O)OC)c(NC(=O)c2cnn3c(C(F)F)cc(-c4ccccc4)nc23)c1,13%,-17%[59 µM],-21%,-5%[60.1 µM],-3%,.,0%,3%,23%
COc1ccc(S(=O)(=O)N2CCNCC2)cc1,-13%,.,-18%,1%,2%,-3%,-4%,14%,46%
CCOc1ccc(NC(=O)N2CCN(c3nnc(C)c4c(C)n(-c5ccccc5)nc34)CC2)cc1,.,6%[59 µM],-2%,-9%,4%,.,46%[activator],-7%,5%

# Six entries from above, with tabs:
compound	POLH inh	G9a block	Pol iota inh	Pol kappa inh	BLM inh	APE1 inh	Apoferritin bind	BAZ2B block	POLB inh
CCC(C)NC(=O)C(NS(=O)(=O)c1cccc2nsnc12)c1ccccc1 (stereo unspecified)	?	23%	10%	-12%	2%	-12%	-12%	8%	21%
CC(C)OC(=O)/C(C#N)=C/c1ccc(-c2ccc(SC(F)F)cc2)o1	-26%	11%[59 µM]	4%	-10%	-6%	4%	2%	-3%	-17%
Cc1c(C(=O)Nc2ccncc2)oc2ccccc12	-14%	-3%	21%	-2%	0%	13%	-22%	9%	28%
CCn1nc(C)c(NC(=O)/C=C/c2ccc(OC)c(COc3ccc(Br)cc3)c2)c1C	-10%	?	-6%	2%	0%	6%	5%	?	0%
CCN(CC(=O)Nc1ccccc1OC)C(=O)c1ccccc1Sc1ccccc1C#N	-19%	14%[12.7 µM]	12%	-4%	.	-11%	.	-25%	.
Cc1ccc(NC(=O)Cn2c(-c3cncs3)nc3ccccc32)cc1Br	-12%	-24%[59 µM]	31%[activator]	3%[60.1 µM]	-8%	.	?	-16%	0%
